Compound activity (PubChem BioAssay)
TSHR antag: blocks TSH signaling through the human TSH receptor | TSHR-expressing cells, TSH-stimulated cAMP HTRF, 2 h; stronger effect = lower value | AID 504810 | activity change, negative = inhibition, % at 11.5 µM | actives 0.2% (n = 330,000);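 active = activity change below a set negative limit, meaning inhibition stronger than a set level, cut at about -70% in these data; inconclusive = activity change between two set negative limits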; also: % is scaled to controls: 0 for no effect and ±100 for the full control effect
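Inhibition of cAMP made by TSHR-expressing cells under TSH stimulation (4nM final, EC80; 2 h, 37 deg C) is quantified with a one-step lysis HTRF kit, anti-cAMP cryptate versus cAMP-d2.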
uPA generation: cell surface uPA generation inhibition; AID 540303; cell surface uPA generation assay, qHTS; Potency, µM (titrated, usually from 38.3 µM), without a hit: top-dose activity change, negative = inhibition, actives largely listed as inhibitors; actives 0.31% (n = 330,000); active = well fitted inhibition curve with a large enough effect; inconclusive = small, poorly fitted or top-dose-only effect; inactive = no such curve, though single readings can be large or run the other way; tested in mouse RAW 264.7 cells; also: potency is read from the fitted curve at half-maximal effect; % is scaled to controls: 0 for no effect and ±100 for the full control effect; nearly all actives have a fitted effect of over 55% in size
Chronic BCR inh: blocks chronic active B-cell receptor signaling; ABC-DLBCL IkBa-CBG/CBR reporter, luminescence ratio, 4 h; Potency, µM (titrated, usually from 46.1 µM), for the others: top-dose ratio change, negative = lower green/red ratio, usual class: inhibitors; actives 0.05% (n = 340,000); AID 493014; active = well fitted inhibition curve with a large enough effect in the signal ratio, with a control signal flat, not every such curve was filed as active; inconclusive = small, poorly fitted or top-dose-only effect, or effect the other way, or a change in a side signal; the % refers to the signal ratio;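 also: potency is read from the fitted curve at half-maximal effect; plate controls were basal doxycycline-induced cells for no effect and cells given 10 µM MG132 for full effect; MG132 reads +100%, hits lower the ratio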
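Compounds up to 46 uM were incubated four hours with TMD8 cells whose green CBG68 luciferase is fused to IkappaBalpha; red CBR luminescence normalised the signal, and concentration-effect curves were fitted to fusion, red and ratio data.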
Eya2 inh: Eya2 (human) phosphatase inhibition. Potency, µM (titrated, usually from 76.9 µM), for inactives: top-dose activity, negative = inhibition, actives largely listed as inhibitors. actives 0.006% (n = 330,000). recombinant Eya2, OMFP fluorescence dephosphorylation (OMFP is methylfluorescein phosphate); also: potency is read from the fitted curve at half-maximal effect; % is scaled to controls: 0 for no effect and ±100 for the full control effect
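Eya2 (0.2 uM) preincubated 10 min at ambient with compound, then OMFP substrate added at 50 uM; 10 min reaction in 50 mM HEPES pH 7.5, 50 mM NaCl, 5 uM MgCl2, 0.05% BSA, 1 mM DTT. Fluorescence read at Ex 485/Em 525 nm.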
ELG1 DNA repair: ELG1-dependent DNA repair inhibition. Potency, µM (top dose mostly 46.1 µM), inactives show top-dose activity change, negative = inhibition, usual class: inhibitors. HEK293T ELG1-luciferase reporter, luminescence, 16 h; DNA damage induced by 5-fluorouridine. AID 504467. actives 2.3% (n = 330,000); also: potency is read from the fitted curve at half-maximal effect; % is scaled to controls: 0 for no effect and ±100 for the full control effect; nearly all actives have a fitted effect of over 55% in size
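5-Fluorouridine DNA damage + compound/DMSO, 2,000 cells/well, 16 h, 37 °C/5% CO2. ONE-Glo, 30 min RT, luminescence. Readout = decrease in reporter signal.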
PTAP TSG101 blk: blocks PTAP/TSG101 interaction to inhibit HIV-1 budding; 340,000 tested, under 10 active; Potency, µM (highest dose often 115 µM), without a hit: at the top dose activity change, negative = inhibition, hits mostly inhibitors; AID 493005; Q99816; Fluorescence polarization, FITC-PTAP peptide / Tsg101 binding; active = well fitted inhibition curve with a large enough effect in the main read-out, with a control signal flat, not every such curve was filed as active; inconclusive = small, poorly fitted or top-dose-only effect, or effect the other way, or a change in a side signal; inactive = no such curve, though single readings can be large or run the other way; also: potency is read from the fitted curve at half-maximal effect; % of control where 0% means no effect
Target sequence (Q99816 whole entry, looked up): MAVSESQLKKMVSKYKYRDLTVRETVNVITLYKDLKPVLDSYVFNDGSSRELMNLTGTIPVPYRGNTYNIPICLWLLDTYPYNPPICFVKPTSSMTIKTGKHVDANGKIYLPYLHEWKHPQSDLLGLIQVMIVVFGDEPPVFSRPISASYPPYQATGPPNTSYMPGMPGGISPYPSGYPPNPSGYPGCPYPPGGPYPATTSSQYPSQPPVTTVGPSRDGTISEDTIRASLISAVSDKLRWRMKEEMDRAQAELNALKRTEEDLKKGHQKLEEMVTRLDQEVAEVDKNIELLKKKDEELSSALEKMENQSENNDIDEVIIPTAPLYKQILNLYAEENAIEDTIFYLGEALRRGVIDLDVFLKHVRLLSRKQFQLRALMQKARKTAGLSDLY
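Fluorescence polarization binding of Tsg101 binding domain (10 uM final) to FITC-labeled PTAP peptide (50 nM final) in HEPES pH 7.5 buffer with NaCl, Tween 20, EDTA, TCEP. Compounds added before peptide; binding 20 min at RT.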
USP2a block: inhibitors of human ubiquitin-specific protease USP2a | O75604 | USP2 core, Ub-CHOP2 coupled fluorogenic reporter, 485/531 | Potency, µM (highest dose often 38.3 µM), without a hit: top-dose activity change, negative = inhibition, hits mostly inhibitors | actives 0.01% (n = 330,000) | AID 463254;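 also: potency is read from the fitted curve at half-maximal effect; plate controls were DMSO wells for no effect and full inhibition by NEM control for full effect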
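Cell-free coupled assay: 10nM USP2 core preincubated 30min RT with compound in Tris-HCl pH 8.0/CaCl2/CHAPS buffer, then 25nM Ub-CHOP2 and 25nM reporter substrate; fluorescence (Ex 485/Em 531) read after 60min RT, normalized to NEM inhibition, concentration-response curves fitted.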
TCR activator: activators of T cell receptors; 330,000 tested, under 10 active; primary human leukocytes, anti-CD3, IL-2 HTRF, 48 h; AID 504894; Potency, µM (doses to about 9.22 µM), inactives show at the highest dose activation of IL-2 secretion, most hits filed as activators; also: % of control where 0% means no effect
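Primary human leukocytes incubated 48 hr with anti-CD3 beads plus compound, without co-stimulation. Secreted IL-2 measured by HTRF (europium cryptate/d2 anti-IL-2 pair, 320 nm excitation, 665 nm emission).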
B2AR arrestin: beta2AR (human) beta-arrestin recruitment activity; AID 492947; beta-arrestin recruitment to beta2AR, cell-based reporter; actives 0.02% (n = 330,000); Potency, µM (titrated, usually from 46.1 µM), without a hit: at the highest dose activation, hits mostly activators;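 also: potency is read from the fitted curve at half-maximal effect; 0% = DMSO controls and full agonism = EC100 isoproterenol or metaproterenol; nearly all actives have a fitted effect of over 65% in size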
Target sequence (P07550 whole entry, looked up): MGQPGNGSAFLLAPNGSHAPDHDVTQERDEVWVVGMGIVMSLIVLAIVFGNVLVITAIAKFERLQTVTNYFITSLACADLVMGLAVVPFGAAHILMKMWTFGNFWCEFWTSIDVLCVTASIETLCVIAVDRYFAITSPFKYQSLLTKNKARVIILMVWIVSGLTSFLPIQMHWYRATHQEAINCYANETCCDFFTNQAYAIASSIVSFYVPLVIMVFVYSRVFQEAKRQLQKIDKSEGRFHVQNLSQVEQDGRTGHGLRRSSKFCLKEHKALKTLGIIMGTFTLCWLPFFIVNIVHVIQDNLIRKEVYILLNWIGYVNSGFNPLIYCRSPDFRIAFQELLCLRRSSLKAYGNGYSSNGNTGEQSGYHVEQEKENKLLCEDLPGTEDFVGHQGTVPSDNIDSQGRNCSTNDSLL
Tb PFK block: inhibitors of T. brucei phosphofructokinase | O15648 | T. brucei PFK, ADP-Glo luminescence | Potency, µM (doses to about 57.5 µM), without a hit: at the top dose activity, negative = inhibition, hits mostly inhibitors | actives 0.17% (n = 330,000) | AID 485367;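 also: potency is read from the fitted curve at half-maximal effect; 0% = uninhibited 1x PFK enzyme wells and -100% = no-enzyme wells; nearly all actives have a fitted effect of over 60% in size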
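PFK 1.25 nM, F6P 0.5 mM, ATP 0.1 mM, 0.1 M TEA pH 8.0, 5 mM MgCl2, 0.01% Tween20, 0.1% BSA; 45 min RT. ADP-Glo readout. qHTS titration up to 57 uM; curves fitted, compounds curve-classed.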
Mito fusion yeast: inhibitors of mitochondrial division or activators of mitochondrial fusion; S. cerevisiae fusion-defective mutant growth rescue, CellTiterGlo 48 h; Potency, µM (top dose mostly 46.1 µM), without a hit: at the highest dose growth rescue (activation), most hits filed as activators; actives 0.23% (n = 320,000); AID 485298;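 also: potency is read from the fitted curve at half-maximal effect; % of control where 0% means no effect; nearly all actives have a fitted effect of over 45% in size; temperature-sensitive fusion mutants such as fzo1-1 at 37 °C on non-fermentable ethanol glycerol medium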
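Luminescent cell viability in 1536-well qHTS format served as the measure of rescued growth in ts fusion-mutant S. cerevisiae cultured on non-fermentable YPEG for 48 hours at 37C.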
The depositor's hits bear a star; ? = inconclusive; . = no result given; [ ] = another dose, or the depositor's remark. Unless noted, calls follow the shape of the dose curve; as a rule, active = well fitted curve in the direction sought with a large enough effect; inconclusive = small, poorly fitted or top-dose-only effect, or another doubt; inactive = no such curve, though single readings can be large; an effect the other way counts as inactive or inconclusive.

SMILES | TSHR antag | uPA generation | Chronic BCR inh | Eya2 inh | ELG1 DNA repair | PTAP TSG101 blk | USP2a block | TCR activator | B2AR arrestin | Tb PFK block | Mito fusion yeast
CCOC(=O)c1c2c3c(cccc3[nH]c1=O)C(=O)c1ccccc1-2 | -1 | 1% | 1% | 1% | 2% | -8% | 2% | -1% | 0.5% | 1% | -4%
O=c1c2c3nc4ccccc4nc3n(/N=C/c3ccccn3)c2ncn1-c1ccccc1 | -6 | 6% | ? | ? | -2% | -2% | 6% | 5% | -0.6% | -2% | 4%
O=C(/C=C/c1ccc([N+](=O)[O-])cc1)Nc1cccnc1 | 53 | -7% | ? | -16% | ? | 1% | 0% | 2% | 0.0% | -7% | -5%
CCCc1c(O)nc(SCC(=O)N2CCCCC2)[nH]c1=O | 38 | 5% | 2% | -6% | 29% | -2% | 0% | . | -0.5% | 4% | 7%
Cc1cccc(N2C(=O)c3ccccc3C2=O)n1 | 2 | -4% | 6% | -3% | ? | 0% | 0% | 1% | -0.3% | -1% | -13%
COc1cc(NC(=O)c2noc3c2CCC3)c(OC)cc1Cl | . | 8% | ? | -31% | 5% | -5% | 0% | . | -0.1% | ? | -2%
CC1(C)CC(=O)C2=C(C1)OC(N)=C(C#N)C2Cc1ccccc1 (configuration not stated) | -6 | . | 12% | 13% | 1% | -6% | 0% | -5% | 0.0% | 0% | 20%
Cc1ccc(S(=O)(=O)N2CCOCC2)cc1C(=O)Nc1nc(-c2cccnc2)cs1 | -4 | 8% | -9% | -14% | 12µM* | -7% | -1% | -6% | -0.1% | 3% | -6%
O=c1cc(O)c2sc(Nc3cccc(C(F)(F)F)c3)nc2[nH]1 | 10 | 0% | 0% | -5% | 14% | -2% | 1% | 4%[46.1 µM] | -0.6% | 9% | 9%
Cc1c(Cl)cccc1NC(=O)CCN1CCOCC1 | 10 | -34% | 0% | -12% | 11% | -1% | -1% | 4% | -0.3% | 2% | -1%
O=C(Cn1cnc([N+](=O)[O-])n1)c1ccc(O)c(O)c1 | 0 | -1% | 6% | -3% | -2% | -1% | -1% | 1% | 0.1% | ? | 0%
CN1CCN(c2ccccc2NC(=O)c2ccc(F)cc2)CC1 | 12 | -2% | 5% | -1% | 0% | -2% | 6% | 0% | 0.0% | -1% | -2%
N#Cc1ccccc1OCC(=O)NCC1(N2CCCCC2)CCCCC1 | 6 | -1% | ? | ? | -13% | -3% | 2% | -1% | 0.1% | -3% | 2%
Cc1ccc(C)c(S(=O)(=O)N2CCCCC2CCNC(=O)C(=O)NCc2cccnc2)c1 (configuration not stated) | 0 | -30% | 7% | -6% | 1% | -1% | -1% | -3% | 0.0% | 5% | -4%
COc1ccc(C(=O)OCC(=O)NC2CC2)cc1S(=O)(=O)N(C)Cc1ccccc1 | -9 | -1% | -4% | -26% | 20% | -2% | 2% | 6% | -0.3% | -4% | 1%
O=C(NC1(Cc2ccccc2)CCN(CCCc2ccccc2)C1=O)c1ccccc1 (configuration not stated) | 13 | ? | -6% | -3% | ? | -13% | -1% | -40% | 0.3% | 8% | ?
CCC(C)NCC(=O)Nc1ccc(-c2nc3cc(NC(=O)CNC(C)CC)ccc3o2)cc1 (configuration not stated) | 1 | -2% | 9% | 7% | -5% | -4% | 0% | 1% | -0.5% | 4% | -4%
Cc1ccc(CCNC(=O)C2CCC(=O)N(CC3CCCCC3)C2)cc1 (configuration not stated) | 60 | 1% | 0% | 3% | 3% | -2% | -1% | 3% | 0.2% | 3% | 5%
Cc1ccc(/C=C/C(=O)OCC(=O)NCCN2C(=O)CSC2=O)o1 | 2 | -1% | 0% | -6% | 9% | -3% | 1% | -2% | 0.2% | 3% | 0%
Cc1ccc(NS(=O)(=O)c2ccc(C(=O)N3CCCN(C)CC3)cc2)cc1 | -4 | 2% | 1% | 10% | 0% | 0% | 0% | 5% | -0.6% | -4% | 4%
Cc1onc(-c2ccccc2Cl)c1C(=O)NNC(=O)c1ccccc1F | -3 | 0% | ? | 15% | ? | -6% | -2% | -13% | -0.5% | -2% | -3%
CC(C)CCNC(=O)CSc1nc2ccccc2s1 | 27 | 2% | 10% | -14% | ? | -3% | -7% | 6% | 0.2% | 0% | -3%
CCOc1ccc(C(=O)N[C@H](C(=O)O)C(C)C)cc1 | 1 | 0% | 4% | 16% | -1% | -4% | 0% | 0% | -0.1% | 5% | 0%
COc1ccccc1C(=O)COC(=O)Cc1c[nH]c2ccccc12 | -5 | -3% | ? | 22% | 23% | 0% | 2% | -2% | 0.0% | 0% | 5%
CCc1noc(C)c1C(=O)OCC(=O)NCc1ccccc1OC | 2 | 3% | 1% | -4% | 0% | -4% | -1% | . | 0.1% | 9% | -1%
COC(=O)/C=C/C1=CN(Cc2ccccc2)CCC1=O | 13 | 2% | ? | 4% | ? | -4% | 1% | 0% | -1.5% | -4% | .
CCOc1ncccc1C(=O)OCC(=O)c1ccccc1 | 5 | 2% | 0% | -27% | 10% | 1% | 1% | -3% | 0.0% | 0% | -2%
COc1cc(NC(=O)CSc2nc(=O)n(CCN3CCOCC3)c3c2CCC3)cc(OC)c1 | -6 | -3% | 11% | 10% | -3% | -1% | 8% | . | -0.1% | -8% | -4%
COc1ccc(/C=N/N2C(=N)SCC2=O)cc1 | 1 | -3% | ? | 7% | ? | 2% | 15% | -7% | 0.1% | 0% | 1%
Cc1nc(SCC(=O)NC2CCCC2)c2c(C)c(C)sc2n1 | -16 | 2% | 4% | -8% | 7% | -2% | 1% | 0% | -0.6% | 0% | 5%
COC(=O)C1=C(N)n2c(s/c(=C\c3cccnc3)c2=O)=C(C(=O)OC)C1c1cccnc1 (configuration not stated) | 6 | . | 3% | -27% | 0% | . | 3% | . | -0.3% | 0% | 3%
O=C(O)CCS(=O)(=O)Cc1ccccc1F | 32 | . | 12% | 0% | 10% | 0% | -1% | -3% | 0.0% | 0% | -3%
Cc1cc(C(=O)COC(=O)c2ccc(N)c([N+](=O)[O-])c2)c(C)n1-c1ccc2c(c1)OCO2 | -24 | ? | ? | -9% | 15% | 6% | 0% | -12%[46.1 µM] | -0.3% | -21% | 7%
COCCNC(=O)C(c1ccc(C)cc1)N(C(=O)CCC(=O)Nc1ccccn1)C1CCCCC1 (configuration not stated) | -1 | 0% | ? | -7% | -1% | 0% | 3% | 1% | 0.0% | 1% | 2%
COc1ccc(S(=O)(=O)N2CCOC2CNC(=O)C(=O)NCCc2ccc(OC)c(OC)c2)cc1 (configuration not stated) | 4 | -3% | -2% | -3% | ? | -4% | 1% | 1%[46.1 µM] | -0.8% | 5% | -2%
CC1=NN(C(N)=S)C(=O)C1N=Nc1cccc(Cl)c1C (configuration not stated) | -19 | -8% | ? | 13% | ? | -6% | 1% | -2% | 8.7% | 0% | 10%
O=C(NC(Cc1c[nH]c2ccccc12)C(=O)NCCCN1CCOCC1)c1cccs1 (configuration not stated) | 4 | -4% | -1% | 17% | 13% | -3% | 0% | -2% | 0.4% | -4% | 4%
COc1cc(NC(=O)c2cnc(N)o2)cc(C(=O)Nc2cccc(C(F)(F)F)c2)c1 | -8 | -3% | -14% | 4% | 15µM* | -6% | -2% | 4% | -0.4% | -16% | -4%
O=C(CSc1ncn[nH]1)Nc1ccc(Cl)c(Cl)c1 | 9 | 7% | 0% | -15% | -8% | -4% | 1% | -3% | 0.0% | -23% | -6%
COc1cc(-c2cc(N)n(S(=O)(=O)c3ccc(F)cc3)n2)cc(OC)c1OC | 0 | -6% | -21% | -7% | -23% | -1% | 4% | -8% | -0.1% | 2% | -1%
NNC(=O)c1ccc2c(c1)S(=O)(=O)NNC2=O | -2 | . | 0% | -3% | 11% | -1% | 0% | 6% | -0.1% | -2% | -10%
CN(C)c1ccc([C@@H]2[C@@H]([N+](=O)[O-])[C@H]3C=Cc4ccccc4N3[C@H]2C(=O)c2ccc(Cl)cc2)cc1 | -7 | -7% | -3% | 4% | ? | 2% | -1% | 5% | -0.9% | -2% | 2%
